Bioassay records deposited in PubChem by National Center for Advancing Translational Sciences (NCATS).
TGFb inhibitor: blocks TGF-b signaling; Potency, µM (top dose mostly 46.1 µM), for the others: top-dose activity, negative = inhibition, hits mostly inhibitors; HepG2 CAGA-GFP TGF-b/SMAD3 reporter, GFP fluorescence, 18 h; TGF-beta stimulated, 500 pg/mL final; hit rate 1.2% among 410,000; AID 588855; further: potency means the concentration at half of the fitted maximal effect; on the % scale 0 is the no-effect control and ±100 the full control effect; nearly all actives have a fitted effect of over 65% in size
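Smad-responsive CAGA-GFP expression was quantified in HEPG2 cells exposed to compounds and 500 pg/mL final TGF-beta for 18 h at 37 degrees C; unstimulated wells defined full inhibition.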
MmCpn inh: M. maripaludis TRiC chaperonin inhibition. purified Mm-Cpn ATPase, ADP Transcreener TR-FRET. Potency, µM (doses to about 76.9 µM), inactives show top-dose activity, negative = inhibition, most hits filed as inhibitors. AID 504842. hit rate 0.031% among 330,000; further: potency means the concentration at half of the fitted maximal effect; on the % scale 0 is the no-effect control and ±100 the full control effect; nearly all actives have a fitted effect of over 80% in size
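Eu-cryptate anti-ADP/ADP-d2 competition gives a ratio inversely related to ADP. Enzyme at 25 nM was pre-exposed to compound for 10 min, then given 10 uM ATP for 30 min, 37°C throughout.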
Akt phos inh: inhibitors of Akt phosphorylation. Neuro2A IGF-stimulated pAkt S473 HTRF, 20 min; active compounds read low. activity change, % for hits at 50 µM. hit rate 0.32% among 360,000. AID 651550; in the data active means activity change below about -80%; inconclusive means mostly about -51% to -80%; further: on the % scale 0 is the no-effect control and ±100 the full control effect
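Neuro2A cells in DMEM with 0.5% FBS, overnight at 37 deg C, given compound at single 50 µM final, then IGF (6 nM final) for 20 min at 37 deg C. Lysed; phospho-Akt Ser473 by HTRF after 24 h, 665/615 ratio.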
Abeta yeast res: restores growth of yeast expressing A-beta42 peptide; yeast expressing A-beta42, growth rescue, OD600, 48 h; response scale: 0% DMSO, 100% iron-clioquinol control; Potency, µM (top dose mostly 46.1 µM), without a hit: top-dose growth rescue, actives largely listed as activators; hit rate 0.063% among 410,000; further: potency means the concentration at half of the fitted maximal effect; nearly all actives have a fitted effect of over 55% in size
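Growth rescue measured by 600 nm absorbance after 48 h yeast culture at 30 C with compound. Values normalized between DMSO and an equimolar ferric chloride plus clioquinol control.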
HepG2 tox: HepG2 cytotoxicity, counter-screen for TGF-b inhibitors; HepG2 CAGA-GFP viability, ATP luminescence, 18 h; Potency, µM (series often up to 46.1 µM), for the others: at the highest dose activity change, negative = cytotoxicity, usual class: cytotoxic; hit rate 0.76% among 410,000; further: potency means the concentration at half of the fitted maximal effect; some results filed as inactive show a strong effect at the top dose
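CellTiter-Glo luminescence gave cytotoxicity after 18 hours at 37 degrees C. The cells were HepG2 CAGA-GFP in 1% FBS DMEM, stimulated with 500 pg/mL TGF-beta after compound addition. %Activity was normalised to no-cell wells (complete cell-killing) and DMSO (no toxicity), and curves were fitted and classified.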
A549 viability: kills or reduces viability of A549 cells in Nrf2 counter-screen | A549 ARE-Fluc cells, CellTiter-Fluor viability, 18-24 h | Potency, µM (highest dose often 46 µM), without a hit: top-dose activity change, negative = cytotoxicity, hits mostly inhibitors | hit rate 0.16% among 390,000 | AID 504648; further: potency means the concentration at half of the fitted maximal effect; on the % scale 0 is the no-effect control and ±100 the full control effect
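A549 ARE_Fluc cells in 5% FBS OPTI-MEM were exposed to compounds in concentration-response for 18-24 h at 37 deg C. Viability was read by CellTiter-Fluor fluorescence (Ex 405/Em 525) after 30 min, before the luciferase read.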
CCT modulator: modulators of cytosolic chaperonin (CCT/TRiC) activity. purified chaperonin ATPase assay, HTRF ADP detection, 30 min. activity change, % (concentration not given with the values), hits read low. hit rate 0.3% among 360,000. AID 651819; in the data active means activity change below about -30%; further: on the % scale 0 is the no-effect control and ±100 the full control effect
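Nucleotide hydrolysis assay: TRiC at 20–40 nM final (set by batch activity) with 10 uM ATP, 30 min at 37 °C, in presence of 76 uM compound. Detection by competitive ADP HTRF, 30 min ambient.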
Nrf2 activator: activators of Nrf2 (ARE) signaling. AREc32 ARE-luciferase reporter (MCF7-derived line), luminescence, 24 h. Potency, µM (highest dose often 46.1 µM), without a hit: at the top dose activation, hits mostly activators. hit rate 0.31% among 410,000. AID 624171; further: potency means the concentration at half of the fitted maximal effect; % of control where 0% means no effect; nearly all actives have a fitted effect of over 65% in size
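Quantitative high-throughput format: AREc32 reporter cells, 1000 per well, received compound by pin transfer and were incubated 24 hr at 37 deg C, 5% CO2, before Steady-Glo luminescence detection.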
Nrf2 block: inhibitors of Nrf2 signaling; A549 ARE-Fluc reporter, luciferase luminescence, 18-24 h; Potency, µM (titrated, usually from 46 µM), for the others: at the highest dose activity change, negative = inhibition, usual class: inhibitors; hit rate 2.1% among 360,000; further: potency means the concentration at half of the fitted maximal effect; on the % scale 0 is the no-effect control and ±100 the full control effect; nearly all actives have a fitted effect of over 60% in size
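Concentration-response testing used A549 ARE_Fluc cells at 5000 cells/well. Following an 18-24 h compound incubation, viability was read by fluorescence (Ex 405/Em 525) and luciferase output by luminescence.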
An asterisk follows results filed as active; i = inactive; ? = inconclusive; . = not tested or not shown; [ ] = remark or other dose. Unless noted, the call rests on the fitted dose curve; in most records, active means well fitted curve in the direction sought with a large enough effect; inconclusive means small, poorly fitted or top-dose-only effect, or another doubt; inactive means no such curve, though single readings can be large; an effect the other way counts as inactive or inconclusive.

Below each compound – CCT modulator, Nrf2 block, TGFb inhibitor, Nrf2 activator, A549 viability, Akt phos inh, Abeta yeast res, MmCpn inh, HepG2 tox
- Cc1ccc(NC(=O)CN2CCSc3ccc(S(=O)(=O)N4CCCC4)cc32)cc1C
    ., ., ?, 0.3%, ?, ., -10%, ., 0%
- CCOC(=O)c1cccc(NC(=O)Cn2cc3c(n2)CCC(C)C3)c1 (centres undefined)
    -1.6, 0%, -8%, 0.3%, 8%, i, 18%, 2%, -31%
- NC(=O)c1cccc(-c2ccnc3c2CC(C(=O)Nc2ccc(Cl)cc2)O3)c1 (centres undefined)
    -3.0, ., -4%, 3.5%, ., i, -15%, ., -38%
- CCO[C@H]1OC(C(N)=O)=C[C@@H](C2CC2)[C@@H]1CCCO
    0.0, -10%, 7%, -1.7%, 0%, i, 6%, ., 5%
- CSCCC(NC(=O)c1ccc([N+](=O)[O-])cc1Cl)C(=O)OC(C)C(=O)NCc1ccco1 (centres undefined)
    -3.1, 9%, -25%, -0.4%, -6%, i, 13%, 2%, -5%
- CN(C)S(=O)(=O)NCC1CCCN(Cc2ccc(-c3ccccc3)cc2)C1 (centres undefined)
    -2.5, 9%, -20%, 3.6%, -4%, i, -2%, 0%, -25%
- Cc1cccc2c(=O)cc(C)n(CC(=O)N3CCOCC3)c12
    0.7, 12%, 0%, -0.4%, 4%, i, 3%, 1%, -1%
- Cc1ccc(C2=C(CC(=O)O)C(=O)CC2)cc1
    0.5, 0%, -13%, -0.7%, -8%, i, 26%, 0%, -9%
- COc1ccc(NC(=O)Nc2ccc(C(C)C)cc2)cc1
    -1.1, ?, -11%, -0.2%, 0%, i, 1%, 3%[15.4 µM], -2%
- CNC(=S)N/N=C/c1cccc(OCc2ccccc2F)c1
    -1.6, ?, ?, 3.0%, -14%, i, ?, 0%, -32%
- CCn1c(=O)n(CC)c2cc(S(=O)(=O)Nc3c(C)cccc3C)ccc21
    -4.6, ?, 0%, -0.5%, 5%, i, -10%, -4%, -35%
- CCOc1ccc(-c2cc(C(=O)O)c3ccccc3n2)cc1
    -3.5, ?, 25%, -1.0%, 0%, i, -18%, -4%, -41%
- CCCn1nnnc1NCc1cccc(OC)c1OC
    -1.7, -2%, ?, -0.9%, 2%, i, 15%, 1%, 10%
- CCc1c(-c2ccccc2)nc2ccccc2c1C(=O)NCc1ccc(C)cc1
    ., ., -26%, -1.7%, -18%, ., -33%, ., -24%
- CC1CCCN(S(=O)(=O)c2ccc(NC(=O)[C@@H]3CCCN3C(=O)c3cccs3)cc2)C1 (some centres undefined)
    2.2, ?, -20%, -0.3%, -18%, i, 4%, 2%, 5%
- CCCn1c(SCC(=O)c2cc(OC)ccc2OC)nnc1C(C)C
    -0.6, 2%, 1%, 4.4%, 0%, i, -4%, 0%, -1%
- CN(C)S(=O)(=O)c1ccc(Cl)c(C(=O)NCc2ccco2)c1
    -2.4, 3%, -6%, -0.6%, 19%, i, 3%, ?, -27%
- Cc1[nH][nH]c(=O)c1C(c1ccc2c(c1)OCO2)c1c(C)[nH][nH]c1=O
    -14, 10%, -10%, 2.5%, 20%, i, 8%, 0%, -31%
- COC(=O)c1ccccc1S(=O)(=O)N1CCC(C(=O)NC2CCCCC2)CC1
    0.2, 2%, -9%, 8.0%, 0%, i, -1%, 0%, -8%
- CC(C)N1CCC(=NNc2ccc(S(=O)(=O)N3CCOCC3)cc2[N+](=O)[O-])CC1
    -1.6, -14%, ?, 0.7%, -5%, i, -4%, 2%, -14%
- Nc1ccc(S(N)(=O)=O)cc1
    -2.4, 2%, 2%, -0.7%, 1%, i, -10%, ., -30%
- CCN(CC)C(=O)CSc1nc2ccsc2c(=O)n1CCCC(=O)NCCc1ccc(S(N)(=O)=O)cc1
    -0.2, ?, -3%, 0.2%, 1%, i, -7%, 1%, -5%
- CCN(CC)S(=O)(=O)c1ccc(C(=O)NCCc2ccccn2)cc1
    -1.0, 6%, ?, -0.3%, 0%, i, 0%, 1%, 27%
- O=C(OCC(=O)N(CCc1ccccc1)Cc1ccccc1)c1ccc(F)c(S(=O)(=O)N2CCOCC2)c1
    -2.9, 4%, -7%, 0.2%, 2%, i, -11%, ., -29%
- CCOC(=O)c1ccc(-c2ccc(/C=N/NC(=O)CN(c3cccc(C)c3)S(C)(=O)=O)o2)cc1
    -0.6, 1%, 0%, -0.4%, -7%, i, 15%, 0%, -2%
- COCCNC(=O)Cn1c(=O)n(C)c2ccccc21
    -0.9, 8%, -4%, 0.2%, -7%, i, 8%, 1%, -1%
- CC(C)(C)OC(=O)NNC1CC(=O)N(c2ccccc2F)C1=O (centres undefined)
    -0.3, 5%, -1%, -0.5%, -6%, i, 14%, 2%, 6%
- CCN1CCN(c2sc(S(=O)(=O)CC)nc2S(=O)(=O)c2ccc(C)cc2)CC1
    -1.0, ., -2%, ?, ., i, -8%, ., -5%
- Oc1cccnc1CN1CCCCC1
    -1.1, 5%, 16%, 0.2%, 13%, i, -9%, ., 25%
- CCCC1(C(=O)OC)NC(c2ccc(OC)c(OC)c2)C2C(=O)N(c3cccc(C(C)=O)c3)C(=O)C21 (centres undefined)
    -3.0, 9%, -2%, -0.7%, 0%, i, -24%, -2%, -4%
- O=C(NC(Cc1ccccc1)c1ccc2c(c1)OCCCO2)c1ccc(F)cc1 (centres undefined)
    0.5, ., -1%, 1.9%, 6%, i, 20%, -3%, 10%
- CCCCCCCCOC(=O)c1nc(Cl)c(Cl)c(N)c1Cl
    1.7, -15%, 1%, 4.2%, 0%, i, 5%, 0%, -3%
- CCC(C)[C@H](NC(=O)OC(C)(C)C)C(=O)N/N=C/C1=Cc2ccccc2OC1 (some centres undefined)
    0.2, ?, -29%, 9.3%, -15%, i, -4%, -2%, -47%
- Clc1ccccc1C1=Nn2c(nnc2-c2ccncc2)SC1
    1.5, ?, ?, -1.3%, ?, i, 19%, 2%, -26%
- O=C1CN(C(=O)COC(=O)c2ccc([N+](=O)[O-])o2)c2ccccc2N1
    0.3, -12%, ?, ?, -9%, i, 1%, -8%, -32%
- COc1ccc(S(=O)(=O)N2CCN(CCOc3ccccc3Cl)CC2)cc1OC
    -1.3, ?, ?, 2.2%, 3%, i, -2%, 2%, -6%
- CCCNC(=O)C1(C)CCCN(C/C=C/c2ccccc2)C1 (centres undefined)
    0.3, ., 5%, -0.7%[9.22 µM], ., i, 11%, ., -38%
- O=[N+]([O-])c1ccc(S(=O)(=O)N2CCN(c3ccnc4cc(Cl)ccc34)CC2)cc1
    -1.1, 13%, -11%, 0.2%, -3%, i, -1%, 4%, 4%
- CCC(C(=O)OCC(=O)Nc1cc(C)ccc1OC)c1ccccc1 (centres undefined)
    -1.3, 3%, 0%, -0.1%, -3%, i, 7%, 2%, -3%
- COc1ccc(C(=O)NCC(=O)N2CCN(C(=O)c3ccco3)CC2)cc1
    1.6, 1%, 16%, 0.0%, 3%, i, 5%, -4%, 5%
- N/C(=N\OC(=O)Cc1ccccc1)c1ccc([N+](=O)[O-])cc1
    -1.3, 4%, 0%, 3.1%, 13%, i, 24%, 1%, -2%
- CCO[C@H]1OC(C(=O)N2CCCCCCC2)=C[C@@H](c2coc3ccccc3c2=O)[C@@H]1CCCO
    -2.4, 1%, -1%, 6.4%, -11%, i, 7%, ., 7%

Structures from the list above with four or more nitrogen atoms:
Below each compound – CCT modulator, Nrf2 block, TGFb inhibitor, Nrf2 activator, A549 viability, Akt phos inh, Abeta yeast res, MmCpn inh, HepG2 tox
- CCCn1nnnc1NCc1cccc(OC)c1OC
    -1.7, -2%, ?, -0.9%, 2%, i, 15%, 1%, 10%
- Cc1[nH][nH]c(=O)c1C(c1ccc2c(c1)OCO2)c1c(C)[nH][nH]c1=O
    -14, 10%, -10%, 2.5%, 20%, i, 8%, 0%, -31%
- CC(C)N1CCC(=NNc2ccc(S(=O)(=O)N3CCOCC3)cc2[N+](=O)[O-])CC1
    -1.6, -14%, ?, 0.7%, -5%, i, -4%, 2%, -14%
- CCN(CC)C(=O)CSc1nc2ccsc2c(=O)n1CCCC(=O)NCCc1ccc(S(N)(=O)=O)cc1
    -0.2, ?, -3%, 0.2%, 1%, i, -7%, 1%, -5%
- Clc1ccccc1C1=Nn2c(nnc2-c2ccncc2)SC1
    1.5, ?, ?, -1.3%, ?, i, 19%, 2%, -26%
- O=[N+]([O-])c1ccc(S(=O)(=O)N2CCN(c3ccnc4cc(Cl)ccc34)CC2)cc1
    -1.1, 13%, -11%, 0.2%, -3%, i, -1%, 4%, 4%

Rows were taken by chance; 4.3% or so of the library scored in one or more.
